High-throughput results: PubChem BioAssay, National Center for Advancing Translational Sciences (NCATS)
EPAC2 ag = activates human EPAC2 exchange factor; Q8WZA2; EPAC2 activation, biochemical qHTS; response scale: 100% = 6.5 mM cAMP response; Potency, µM (doses to about 154 µM), inactives show at the top dose activation, hits mostly activators; hit rate 0.079% among 360,000; AID 720711; note: potency is the fitted concentration of half-maximal effect; nearly all actives have a fitted effect of over 50% in size
Target sequence (Q8WZA2 whole entry, looked up): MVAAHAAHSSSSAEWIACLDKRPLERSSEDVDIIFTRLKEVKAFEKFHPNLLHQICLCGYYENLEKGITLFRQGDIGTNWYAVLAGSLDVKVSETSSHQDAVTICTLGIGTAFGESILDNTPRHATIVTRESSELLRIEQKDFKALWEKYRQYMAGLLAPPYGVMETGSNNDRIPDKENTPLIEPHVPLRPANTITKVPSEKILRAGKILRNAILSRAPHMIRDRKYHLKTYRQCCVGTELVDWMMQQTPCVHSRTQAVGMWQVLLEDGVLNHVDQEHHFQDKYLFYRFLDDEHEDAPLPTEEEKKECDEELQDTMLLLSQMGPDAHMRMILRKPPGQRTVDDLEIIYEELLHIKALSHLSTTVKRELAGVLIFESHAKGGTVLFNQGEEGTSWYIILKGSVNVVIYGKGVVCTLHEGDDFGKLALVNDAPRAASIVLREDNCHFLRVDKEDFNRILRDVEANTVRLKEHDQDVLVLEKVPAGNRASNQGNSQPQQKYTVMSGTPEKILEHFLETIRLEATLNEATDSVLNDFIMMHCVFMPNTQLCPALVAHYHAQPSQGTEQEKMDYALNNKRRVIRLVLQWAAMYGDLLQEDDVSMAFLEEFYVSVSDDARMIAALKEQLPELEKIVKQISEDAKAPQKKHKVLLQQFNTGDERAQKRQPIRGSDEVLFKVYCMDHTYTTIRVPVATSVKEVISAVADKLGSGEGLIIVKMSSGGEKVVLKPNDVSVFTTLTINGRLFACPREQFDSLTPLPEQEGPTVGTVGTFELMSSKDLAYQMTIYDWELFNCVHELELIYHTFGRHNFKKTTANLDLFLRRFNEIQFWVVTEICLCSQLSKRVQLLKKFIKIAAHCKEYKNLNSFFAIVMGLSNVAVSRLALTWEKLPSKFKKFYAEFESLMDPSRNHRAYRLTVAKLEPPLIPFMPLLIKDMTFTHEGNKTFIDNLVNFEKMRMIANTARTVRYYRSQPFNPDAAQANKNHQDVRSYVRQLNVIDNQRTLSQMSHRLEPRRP
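Setup: EPAC2 100 nM, labeled Rap1B complex 250 nM, free GDP 50 uM. Compound titrations pinned in, brief spin, 5 min room temperature incubation. Kinetic fluorescence read over 30 min, normalized to 6.5 mM cAMP.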
Mm-Cpn inhibitor = blocks the Methanococcus maripaludis chaperonin Mm-Cpn | purified Mm-Cpn ATPase, ADP Transcreener TR-FRET | Potency, µM (doses to about 76.9 µM), for the others: top-dose activity, negative = inhibition, hits mostly inhibitors | hit rate 0.031% among 330,000 | AID 504842; note: potency is the fitted concentration of half-maximal effect; % is set by controls: 0 for no effect and ±100 for the full control effect; nearly all actives have a fitted effect of over 80% in size
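Purified archaeal chaperonin (25 nM final) was preincubated with compound for 10 min at 37°C, then ATP (10 uM final) was added for 30 min at 37°C in Tris pH 7.4/KCl/MgCl2/DTT buffer. ADP was quantified by HTRF Transcreener TR-FRET.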
TGFb inhibitor = blocks TGF-b signaling. HepG2 CAGA-GFP TGF-b/SMAD3 reporter, GFP fluorescence, 18 h; TGF-beta stimulated, 500 pg/mL final. Potency, µM (doses to about 46.1 µM), inactives show at the top dose activity, negative = inhibition, usual class: inhibitors. hit rate 1.2% among 410,000. AID 588855; note: potency is the fitted concentration of half-maximal effect; % is set by controls: 0 for no effect and ±100 for the full control effect; nearly all actives have a fitted effect of over 65% in size
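HEPG2 CAGA-GFP cells (1000/well, DMEM with 1% FBS) were pre-incubated 2 h at 37 degrees C, given compound by pin tool, then stimulated with TGF-beta at 500 pg/mL final for 18 h before per-cell GFP fluorescence imaging.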
A549 tox = A549 cytotoxicity, counter-screen for Nrf2 inhibitors; A549 ARE-Fluc cells, CellTiter-Fluor viability, 18-24 h; hit rate 0.16% among 390,000; AID 504648; Potency, µM (series often up to 46 µM), for inactives: top-dose activity change, negative = cytotoxicity, usual class: inhibitors; note: potency is the fitted concentration of half-maximal effect; % is set by controls: 0 for no effect and ±100 for the full control effect
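Cytotoxicity counterscreen: CellTiter-Fluor fluorescence was measured in A549 ARE_Fluc cells after 18-24 h of compound exposure in a concentration series. The subsequent BugLite luminescent read reports ARE-luciferase activity.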
Nrf2 block = Nrf2 pathway inhibition; A549 ARE-Fluc reporter, luciferase luminescence, 18-24 h; Potency, µM (titrated, usually from 46 µM), for the others: at the highest dose activity change, negative = inhibition, usual class: inhibitors; hit rate 2.1% among 360,000; AID 504444; note: potency is the fitted concentration of half-maximal effect; % is set by controls: 0 for no effect and ±100 for the full control effect; nearly all actives have a fitted effect of over 60% in size
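Nrf2 function is reported as luminescence of an ARE-controlled luciferase in A549 cells. Compounds were tested at several concentrations, and a CellTiter-Fluor read on the same wells flagged cytotoxicity.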
Nrf2 ARE act = activators of Nrf2 (ARE) signaling. AREc32 ARE-luciferase reporter (MCF7-derived line), luminescence, 24 h. Potency, µM (doses to about 46.1 µM), inactives show at the top dose activation, most hits filed as activators. hit rate 0.31% among 410,000. AID 624171; note: potency is the fitted concentration of half-maximal effect; % of control where 0% means no effect; nearly all actives have a fitted effect of over 65% in size
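Nrf2 activation is followed as ARE-luciferase induction in the AREc32 line after one day of compound treatment; luminescence is read with Steady-Glo.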
CCT chaperon mod = modulators of cytosolic chaperonin (CCT/TRiC) activity; activity change, % (concentration not given with the values), hits read low; hit rate 0.3% among 360,000; AID 651819; purified chaperonin ATPase assay, HTRF ADP detection, 30 min; in the data active = activity change below about -30%; note: % is set by controls: 0 for no effect and ±100 for the full control effect
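ATPase activity: ADP formed was measured by HTRF Transcreener (665/615 nm ratio) after 30 min at 37 deg C with 10 uM ATP. Compounds screened at one 76 uM concentration against 40 or 20 nM TRiC in Tris pH 7.4/KCl/MgCl2/DTT buffer.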
EPAC2 antag = EPAC2 (human) antagonism | hit rate 0.18% among 360,000 | Q8WZA2 | EPAC2 GEF exchange of Rap1B-BODIPY-GDP, fluorescence | Potency, µM (doses to about 114 µM), for the others: at the top dose activity, negative = inhibition, most hits filed as inhibitors; note: potency is the fitted concentration of half-maximal effect; % is set by controls: 0 for no effect and ±100 for the full control effect; nearly all actives have a fitted effect of over 45% in size; many of its hits are not listed in these tables
Akt phos inh = Akt phosphorylation inhibition | AID 651550 | Neuro2A IGF-stimulated pAkt S473 HTRF, 20 min; stronger effect = lower value | hit rate 0.32% among 360,000 | activity change, % for hits at 50 µM; in the data active = activity change below about -80%; inconclusive = mostly about -51% to -80%; note: % is set by controls: 0 for no effect and ±100 for the full control effect
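Neuro2A cells in DMEM with 0.5% FBS, overnight at 37 deg C, given compound at single 50 µM final, then IGF (6 nM final) for 20 min at 37 deg C. Lysed; phospho-Akt Ser473 by HTRF after 24 h, 665/615 ratio.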
Starred values were filed as active, the others as inactive; i = inactive; ? = inconclusive; / = no result given. Unless noted, calls come from the whole dose curve; as a rule, active = well fitted curve in the direction sought with a large enough effect; inconclusive = small, poorly fitted or top-dose-only effect, or another doubt; inactive = no such curve, though single readings can be large; an effect the other way counts as inactive or inconclusive. Some of the compounds tested; the hit share may differ from the screen's.

nr	mol	EPAC2 ag	Mm-Cpn inhibitor	TGFb inhibitor	A549 tox	Nrf2 block
1	O=C(O)CC(CC(=O)N1CCN(C(=O)c2ccco2)CC1)c1ccccc1 (centres undefined)	9.5%	2.1%	0.1%	3.0%	3.2%
2	O=C(NC1CCCCC1)C(c1ccccc1)N1CCCC1 (centres undefined)	5.1%	0.0%	-2.1%	-2.6%	5.3%
3	CCc1ccc(N2CC(C(=O)OCC(=O)N(CC)c3c(N)n(Cc4ccccc4)c(=O)[nH]c3=O)CC2=O)cc1 (centres undefined)	-12.0%	/	16.6%	-2.1%	4.8%
4	N#CC1=C(N)Oc2cc(O)ccc2C1c1ccccc1 (centres undefined)	-3.1%	1.8%	26.8%	-1.4%	-5.0%
5	Cc1ccc(N2C(=O)CSC2=S)cc1C	2.4%	-5.5%	?	-4.7%	-14.4%
6	COc1ccc(N2CCN(C(=O)COc3ccccc3)CC2)cc1	3.8%	2.0%	-6.4%	2.0%	3.3%
7	O=C(NCCCn1ccnc1)c1nc(Cn2cc([N+](=O)[O-])cn2)no1	8.0%	0.3%	-7.8%	1.6%	?
8	N#Cc1nc(COc2ccc(-c3ccccc3)cc2)oc1NCc1cccnc1	18.4%	/	?	-17.5%	13µM*
9	CCN(Cc1cccc(F)c1)C(=O)c1ccc2ccccc2n1	6.5%	1.0%	2.9%	0.7%	?
10	Cc1ccc(NC(=S)NCCc2ccc(F)cc2)c(C)c1	7.7%	0.4%	-5.1%	4.6%	7.7%

nr	Nrf2 ARE act	CCT chaperon mod	EPAC2 antag	Akt phos inh
1	-0.1%	-1.8	10.6%	i
2	-0.8%	0.9	-1.7%	i
3	0.3%	3.0	2.4%	i
4	0.3%	-1.4	10.1%	i
5	6.3%	2.3	3.7%	i
6	0.0%	-0.8	-0.5%	i
7	-0.7%	2.3	5.5%	i
8	5.7%	-1.9	-15.0%	i
9	2.2%	-1.0	1.6%	i
10	-0.1%	1.6	25.4%	i

(list continues)
nr	mol	EPAC2 ag	Mm-Cpn inhibitor	TGFb inhibitor	A549 tox	Nrf2 block
11	CCN(CC)CCOC(=O)c1ccc(N/C=C(/C#N)c2nc(-c3ccc4c(c3)OCO4)cs2)cc1	-1.8%	-10.7%	-44.2%	-28.9%	7.4%
12	C[C@H](CO)N1C[C@H](C)[C@@H](CN(C)S(=O)(=O)c2cn(C)cn2)Oc2c(NC(=O)Nc3ccc(C(F)(F)F)cc3)cccc2C1=O	4.0%	2.0%	-15.1%	-0.7%	-12.6%
13	COC(=O)CNC(=O)CSc1nc2sc(-c3ccccc3)cc2c(=O)n1-c1ccccc1	20.3%	/	-6.7%	0.9%	?
14	CC1=Nc2cc(C(=O)NCCN3CCOCC3)ccc2Sc2c(C)ccc(C)c21	7.5%	-1.4%	15.8µM*	-0.4%	-12.7%
15	Oc1ccc(C[C@H]2CNC(=S)N2CC2CCCN2C[C@H](Cc2ccc(O)cc2)N2C[C@H](Cc3ccccc3)N(CCc3ccccc3)C2=S)cc1 (some centres undefined)	5.2%	/	?	-13.9%	20.6µM*
16	COc1ccc(/C=N/NC(=O)c2ccco2)cc1Cn1nc(C)c([N+](=O)[O-])c1C	-7.1%	0.2%	0.0%	?	16.4µM*
17	COc1ccc(-c2csc(NC(=O)C(CC(=O)O)N3CCOCC3)n2)cc1 (centres undefined)	5.9%	0.2%	8.5%	-0.5%	-9.4%
18	CC(=O)c1ccc(OCc2ccccc2)c(C)c1O	7.2%	-0.1%	4.8%	0.7%	?
19	O=C(NCc1ccccc1)c1ccccc1-c1nc2ccccc2[nH]1	1.9%	-5.9%	0.5%	-16.0%	3.3%
20	CC(=O)Nc1ccc(Nc2c([N+](=O)[O-])cc(S(C)(=O)=O)cc2[N+](=O)[O-])cc1	-2.9%	-0.2%	?	-27.8%	6.1%

nr	Nrf2 ARE act	CCT chaperon mod	EPAC2 antag	Akt phos inh
11	3.6%	-0.9	19.4%	i
12	2.5%	1.2	-8.2%	i
13	0.5%	-1.6	-17.9%	i
14	-0.3%	-2.2	-2.5%	/
15	1.4%	-0.8	-3.7%	i
16	4.2%	0.2	12.6%	i
17	0.2%	-1.6	3.5%	i
18	6.9%	-5.1	-18.9%	i
19	2.6%	-2.3	1.9%	i
20	0.2%	-1.7	-0.8%	i

Next part:
nr	mol	EPAC2 ag	Mm-Cpn inhibitor	TGFb inhibitor	A549 tox	Nrf2 block
21	CC(=O)Nc1ccc(Nc2ccc(N3C(=O)CCCC3=O)cc2[N+](=O)[O-])cc1	-1.4%	0.2%	4.3%	?	4.8%
22	Cc1c(Cl)cccc1NC(=O)c1ccc(OCC(=O)NCc2ccccc2)cc1	-11.0%	0.7%	-11.1%	?	?
23	CCc1cccc2c(C(=O)CN3C(=O)N(C)C4(CCCCC4)C3=O)c[nH]c12	21.2%	1.2%	?	?	-20.8%
24	CC(=O)Nc1ccc(CNc2nc(NC(C)C)nc3cc(-c4ccccc4)sc23)cc1	7.2%	/	?	/	/
25	O=C(CSc1nnc(NC(=O)C2CCC2)s1)Nc1ccccc1Br	-21.3%	0.6%	19.3%	-3.3%	-24.6%
26	CCOC(=O)c1c[nH]c2c(Cl)c(Cl)ccc2c1=O	1.5%	0.9%	-6.2%	2.8%	4.7%
27	O=C(NCCCc1ccncc1)C1CCC(=O)N(Cc2cccc(F)c2)C1 (centres undefined)	-5.4%	-0.1%	-0.5%	2.7%	1.6%
28	COc1ccc(N2CCN(C(=O)COc3cccc4ccccc34)CC2)cc1	5.7%	1.5%	?	?	2.59µM*
29	CCOc1ccc(N=Cc2c(C)[nH]n(-c3nc4ccccc4[nH]3)c2=O)cc1	12.9%	2.0%	-21.9%	8.7%	?
30	COc1ccc(NC(=S)NCc2ccc3c(c2)OCO3)cc1	4.6%	0.6%	6.3%	11.3%	18.6%

nr	Nrf2 ARE act	CCT chaperon mod	EPAC2 antag	Akt phos inh
21	-0.5%	-0.8	4.0%	i
22	1.7%	-6.5	-4.3%	i
23	-0.3%	-3.4	3.3%	i
24	-4.1%	-1.8	3.7%	i
25	-0.7%	-1.7	2.8%	i
26	-0.8%	-1.0	2.9%	i
27	-0.4%	-1.6	22.6%	i
28	-0.5%	-0.6	-11.0%	i
29	0.1%	2.3	-13.7%	i
30	3.2%	0.4	-2.5%	i

Additional results follow.
nr	mol	EPAC2 ag	Mm-Cpn inhibitor	TGFb inhibitor	A549 tox	Nrf2 block
31	CCc1cc(=O)oc2cc(C)cc(OCC(=O)N3CCC(C(=O)NC(C)C)(c4ccccc4)CC3)c12	-5.5%	-1.9%	-20.3%	-16.8%	?
32	CCOc1ccc(NS(=O)(=O)c2ccc(NC(=S)NC(=O)CC(C)C)cc2)cc1	19.9%	1.8%	0.0%	?	/
33	C=C(C)[C@@H]1CC=C(C(=O)O)CC1	-1.9%	1.3%	11.1%	2.3%	3.7%
34	O=C(Cn1cc(SCc2ccccc2Cl)c2ccccc21)N1CCCCCC1	/	/	0.0%	-6.2%	?
35	Cc1c(-n2c(SCC(C)C)nc3ccccc3c2=O)c(=O)n(-c2ccccc2)n1C	-0.9%	4.6%	-24.7%	-15.1%	12.5%
36	COc1ccc(S(=O)(=O)N2CCOc3ccccc32)cc1	5.8%	3.2%	4.6%	-14.6%	-24.9%
37	COC(=O)c1cc2occc2n1CC(=O)Nc1ccc(OC)c(OC)c1OC	13.0%	3.9%	-12.2%	22.1%	-11.0%
38	CC(C)CN(C(=O)COC(=O)C12CC3CC(CC(Cl)(C3)C1)C2)c1c(N)n(Cc2ccccc2)c(=O)[nH]c1=O	-16.8%	0.0%	-14.0%	1.6%	-1.2%
39	COc1ccc(C(=O)N/N=C/c2sc3ccccc3c2O)cc1	?	-5.9%	0.0%	?	?
40	COc1ccccc1-n1cnc2cc(NCc3cccs3)ccc21	6.2%	-2.4%	?	?	25.9%
41	OC[C@@H]1CCCN1Cc1nc(-c2cccs2)no1	3.8%	2.5%	-1.9%	0.1%	14.4%
42	O=C(Nc1ncn[nH]1)c1ccccc1O	11.1%	0.1%	10.4%	15.7%	0.3%

nr	Nrf2 ARE act	CCT chaperon mod	EPAC2 antag	Akt phos inh
31	0.4%	-1.7	-15.9%	i
32	4.2%	0.0	-3.6%	i
33	-1.2%	1.5	0.3%	i
34	3.2%	/	/	/
35	0.0%	1.1	-13.1%	i
36	-0.2%	1.8	?	i
37	-0.4%	-0.9	3.1%	i
38	-0.4%	-1.2	-6.0%	i
39	2.6%	-1.0	-1.1%	i
40	5.0%	1.0	-4.2%	i
41	2.2%	-0.3	14.4%	i
42	-0.8%	-3.2	-0.4%	i

3 entries already listed, sorted by the number in EPAC2 antag, high to low.
nr	Structure	EPAC2 antag
33	C=C(C)[C@@H]1CC=C(C(=O)O)CC1	0.3%
32	CCOc1ccc(NS(=O)(=O)c2ccc(NC(=S)NC(=O)CC(C)C)cc2)cc1	-3.6%
35	Cc1c(-n2c(SCC(C)C)nc3ccccc3c2=O)c(=O)n(-c2ccccc2)n1C	-13.1%
